# N-glyco inh: blocks N-linked glycosylation in D54 reporter cells; D54 ERlucT glycosylation luciferase reporter, 24 h; percent of 100 nM tunicamycin response; reporter increase, % at 12.5 µM; actives 0.23% (n = 360,000); AID 588692;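 active = mean luciferase reporter signal, scaled so untreated is 0 and the glycosylation-blocking control 100, at or above a set limit in every replicate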;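 note: luciferase carries N-glycosylation sites so blocking glycosylation raises the light; 0% = median of neutral control wells and 100% = median of 100 nM tunicamycin wells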
# MC4R antag cAMP: antagonists of human melanocortin 4 receptor (MC4R). P32245. MC4R-expressing cells, MTII-stimulated cAMP, LANCE TR-FRET. inhibition, % at 6.5 µM. actives 0.48% (n = 360,000);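 active = inhibition above its plate's cutoff, the mean of tested wells on that plate plus 3 SD, cut at about 29% in these data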;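 note: 0% = Melanotan II alone and 100% = Melanotan II plus saturating MCL0020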
#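 Test system: U2OS cells stably expressing human melanocortin 4 receptor (MC4R); also added: Melanotan II challenge; compound: 6.5 µM single dose; timing: 30-min compound preincubation, 1-h Melanotan II challenge, 1-h detection, room temperature; signal: Eu-cAMP/anti-cAMP TR-FRET, emission 671 nm; repeats: one well per compound, no replicates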
# aDG glyco up: alpha-DG glycosylation activation; actives 0.22% (n = 360,000); activation, % at 10 µM; Pro5-aDG cells, alpha-DG glycosylation AlphaScreen (IIH6); 0% Pro5, 100% B10-LARGE cell signal; AID 624168;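 active = activation of at least 8% versus controls, or a plate z-score of at least 8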;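 note: Pro5 are CHO cells carrying HIG-tagged alpha-DG that lacks glycosylation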
# ABHD5 PLIN5 PPI: ABHD5-PLIN5 protein interaction inhibition. AID 602281. inhibition, % at 4 µM. actives 0.78% (n = 360,000). Split G. princeps luciferase complementation, luminescence, 4 h. Q00G26+Q8WTS1;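 active = inhibition above the mean inhibition across every tested compound plus 3 SD, cut at about 22% in these data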;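 note: 0% = DMSO only wells and the 100% control is not disclosed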
# Target sequence (Q00G26 whole entry, looked up): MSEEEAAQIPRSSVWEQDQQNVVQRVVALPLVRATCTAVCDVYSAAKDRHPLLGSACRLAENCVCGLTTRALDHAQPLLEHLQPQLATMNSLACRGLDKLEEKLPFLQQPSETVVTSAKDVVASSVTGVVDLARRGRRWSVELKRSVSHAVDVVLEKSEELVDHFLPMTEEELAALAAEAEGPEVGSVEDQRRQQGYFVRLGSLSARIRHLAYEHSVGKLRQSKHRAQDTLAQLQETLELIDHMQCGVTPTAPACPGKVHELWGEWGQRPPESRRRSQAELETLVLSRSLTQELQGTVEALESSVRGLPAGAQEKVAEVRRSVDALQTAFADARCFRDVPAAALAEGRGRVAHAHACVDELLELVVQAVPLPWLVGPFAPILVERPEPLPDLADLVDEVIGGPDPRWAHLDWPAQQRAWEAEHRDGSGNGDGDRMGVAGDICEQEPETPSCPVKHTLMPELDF
# Target sequence (Q8WTS1 whole entry, looked up): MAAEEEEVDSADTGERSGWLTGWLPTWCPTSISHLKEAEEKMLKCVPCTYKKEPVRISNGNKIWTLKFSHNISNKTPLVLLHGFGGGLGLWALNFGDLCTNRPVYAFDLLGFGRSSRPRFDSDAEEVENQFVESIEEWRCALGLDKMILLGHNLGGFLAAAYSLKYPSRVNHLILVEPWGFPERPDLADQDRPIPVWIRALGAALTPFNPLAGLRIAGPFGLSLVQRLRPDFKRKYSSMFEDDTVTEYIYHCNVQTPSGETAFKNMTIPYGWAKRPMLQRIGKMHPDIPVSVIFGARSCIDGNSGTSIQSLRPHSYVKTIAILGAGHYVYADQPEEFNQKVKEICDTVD
# Granule exo inh: lytic granule exocytosis inhibition; TALL-104 LAMP-1 surface exposure, flow cytometry; cells stimulated with thapsigargin and PMA; inhibition, % at 10 µM; actives 0.66% (n = 360,000);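 active = inhibition above about 55%, limit read from the data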
# Vif imaging: blocks HIV Vif function | HEK293T cells, Vif self-association by quenched fluorescence, imaging, 24 h | inhibition, % at 7.49 µM | actives 0.35% (n = 340,000) | AID 602346; in the data active = inhibition above about 50%, passing the limit was not always enough; note: some results filed as inactive read as strong as hits
# ABCB6 inh MLPCN: blocks the human ABCB6 transporter. K562-ABCB6 porphyrin accumulation, flow cytometry, 1 h; hits give low values. AID 602162. Q9NP58. fluorescence ratio to DMSO, % at 10 µM. actives 0.19% (n = 360,000);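 active = fluorescence ratio to DMSO below 75%, the collection mean minus 3 SD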;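 note: signal is porphyrin accumulated inside mitochondria; 100% equals median channel fluorescence of DMSO control wells; lower ratio means ABCB6 inhibition with less porphyrin fluorescence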
# MC4R barr agon: activates human MC4R beta-arrestin recruitment; P32245; U2OS MC4R beta-arrestin complementation, luminescence; percent of melanotan II response, DMSO zero; activation, % at 8.9 µM; actives 0.98% (n = 360,000); AID 540308;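 active = activation above a per-plate cutoff, the mean activation of sample wells on that plate plus 3 SD, cut at about 8% in these data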
# TLR9-MyD88 block: TLR9-MyD88 interaction inhibition; CHO BLA complementation TLR9-MyD88, CCF4 FRET ratio; inhibition, % at 4.98 µM; AID 504734; Q9NR96+Q99836; actives 0.21% (n = 340,000);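 active = inhibition above the mean over all tested compounds plus 3 SD, cut at about 21% in these data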;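 note: 0% = DMSO only wells and 100% = clavulanate BLA inhibitor control wells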
# NOD2 RIPK2 PPI: NOD2-RIPK2 protein interaction inhibition; O43353; CHO BLA complementation NOD2-RIPK2, CCF4 ratio; inhibition, % at 4.98 µM; actives 0.38% (n = 360,000); in the data active = inhibition above about 21%;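 note: 0% = vehicle only and 100% = reference blocker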
# Starred values were filed as active, the others as inactive; . = not tested or not shown. Not all compounds are listed; count on the stated rates, not on these rows.
molecule	N-glyco inh	MC4R antag cAMP	aDG glyco up	ABHD5 PLIN5 PPI	Granule exo inh	Vif imaging	ABCB6 inh MLPCN	MC4R barr agon	TLR9-MyD88 block	NOD2 RIPK2 PPI
COc1ccc(-c2ccc(SCC(=O)NCC3CCCO3)nn2)cc1OC (configuration not stated)	1	12	0.3	4	-1	-1	104	-0.4	-16	7
O=C(N/N=C/c1ccc(-c2cccc(C(F)(F)F)c2)o1)c1ccccc1Br	-1	5	0.3	1	-2	3	108	-1.1	5	-1
OCCC1CN(Cc2cccc(OC3CCCC3)c2)CCN1Cc1ccsc1 (configuration not stated)	-2	6	0.4	7	15	1	93	-3.2	-7	9
CC(=O)Nc1cc(-c2ccccc2N(C)C)cn2c(-c3ccccc3)cnc12	-1	6	0.5	6	18	-8	98	18*	.	-6
COc1cc(C2C(C(=O)c3ccco3)=C(O)C(=O)N2c2cc(C)on2)cc(Br)c1O (configuration not stated)	2	13	-0.1	-8	0	0	110	2.5	-4	4
Oc1cccc(/C=N/Nc2ncnc3c2ncn3Cc2ccccc2)c1	0	-1	0.4	1	0	10	99	-1.1	-12	8
Cc1cc(C)nc(CCNC(=O)C2CCC(=O)N(Cc3ccccc3F)C2)n1 (configuration not stated)	0	-2	-0.4	5	-2	2	110	-3.1	6	5
Cc1cc(CNC(=O)Cn2cc([N+](=O)[O-])cn2)c2ccccc2n1	3	-15	0.1	-1	49	-1	103	1.8	-3	-9

# Complete entries as entered above. Screens in order: N-glyco inh, MC4R antag cAMP, aDG glyco up, ABHD5 PLIN5 PPI, Granule exo inh, Vif imaging, ABCB6 inh MLPCN, MC4R barr agon, TLR9-MyD88 block, NOD2 RIPK2 PPI
# COc1ccc(-c2ccc(SCC(=O)NCC3CCCO3)nn2)cc1OC (configuration not stated) in the list: 1, 12, 0.3, 4, -1, -1, 104, -0.4, -16, 7
# COc1cc(C2C(C(=O)c3ccco3)=C(O)C(=O)N2c2cc(C)on2)cc(Br)c1O (configuration not stated) in the list: 2, 13, -0.1, -8, 0, 0, 110, 2.5, -4, 4

# (cont.)
molecule	N-glyco inh	MC4R antag cAMP	aDG glyco up	ABHD5 PLIN5 PPI	Granule exo inh	Vif imaging	ABCB6 inh MLPCN	MC4R barr agon	TLR9-MyD88 block	NOD2 RIPK2 PPI
COc1ccc(CNC(=O)Nc2ccc(C)cc2C)cc1	2	8	-0.4	-2	1	-9	99	0.5	2	-5
NS(=O)(=O)c1ccc(CCNC(=O)CCCn2c(=O)[nH]c3ccc(Br)cc3c2=O)cc1	-3	-1	1.6	5	-1	2	104	-3.5	-2	-5
CCCOc1ccc(/C=C/C(=O)Nc2ccc([N+](=O)[O-])cc2)cc1	-4	16	0.2	-2	6	.	98	1.3	5	-6
Cc1ccc(Cc2c(-c3ccc(C#N)cc3)nc3c4ccccc4ccn23)cc1	-1	.	1.0	9	0	.	101	.	.	1
O=C(c1cc(F)c(F)cc1Cl)N1CCOCC1	2	-1	0.2	-3	1	10	94	2.5	-5	-2
COc1cccc(CN(C)C(=O)c2ccc3nccnc3c2)c1	-1	13	0.1	-3	0	-1	94	-0.3	-17	-2
CC(=O)N(C)c1ccc(N=Nc2c(C)[nH]n(C(N)=S)c2=O)cc1	-13	0	-0.4	-2	-4	11	107	-2.4	-5	-10
CCOc1ccc(NC(=O)CN(C)C(=O)c2n[nH]c(=O)c3ccccc23)cc1OCC	2	15	-0.3	-6	-5	-1	98	3.5	-7	-1
COc1ccc(-c2cc(C(F)F)n3ncc(C(=O)n4ccnc4C)c3n2)cc1	21	6	-0.3	2	9	3	99	0.6	-13	-12
CC1(C(=O)NS(=O)(=O)c2ccc(C#N)cc2)CCN1C(=O)Cc1ccc(Cl)cc1Cl (configuration not stated)	-1	6	-0.1	-9	-2	11	101	1.1	.	-7
CCOc1ccc(NC(=O)CSc2nc(=O)n(CCCN3CCOCC3)c3c2CCC3)cc1	-1	1	0.0	2	1	2	98	-0.9	-9	-10
CC(=O)c1ccc(OCC(=O)Nc2cccc(C(=O)Nc3c(C)n(C)n(-c4ccccc4)c3=O)c2)cc1	4	10	0.2	3	0	1	95	0.2	-7	-3
COc1ccc(CCn2c(=N)c(S(=O)(=O)c3ccc(C)cc3)cc3c(=O)n4ccccc4nc32)cc1	19	5	-0.2	-2	11	-10	97	-1.4	-1	7
CC(C)c1nc(SCC(=O)c2ccccc2)c2c(=O)n(C)c(=O)n(C)c2n1	0	-5	0.2	-6	10	0	99	0.9	6	0
CC(C)Cn1cnc2c1c(=O)n(CC(=O)Nc1ccc3c(c1)OCO3)c(=O)n2Cc1ccccc1	1	8	-0.1	-5	-1	1	90	-0.2	4	1
CC(=O)N1CCN(c2ccc(OC[C@H]3CO[C@](Cn4ccnc4)(c4ccc(Cl)cc4Cl)O3)cc2)CC1	-2	10	0.0	9	3	-8	96	-0.7	-3	-3
CCOC(=O)C1(C)C=C(Nc2ccccc2)C(=O)N1c1ccccc1 (configuration not stated)	-3	4	0.0	-2	-16	6	100	0.2	6	-13
Cc1cccc(OCCn2ccnc2)c1C	2	4	-0.2	9	0	2	103	1.3	3	10
CCC(C)N(C(=O)COC(=O)c1ccccc1SCC(=O)N1CCCC1)C1CCS(=O)(=O)C1 (configuration not stated)	-1	-5	0.1	-7	9	10	90	-2.6	-2	-7
N=C1/C(=C/c2ccc(-c3cccc(C(=O)O)c3)o2)C(=O)N=C2SC(CC(=O)N3CCOCC3)=NN12	1	-5	-0.3	9	-4	0	102	-1.4	-5	1
CC1CCN(C(=O)CSCc2ccc(Cl)cc2)CC1	-2	-2	0.1	0	-4	-12	104	-0.1	-5	1
CCCc1cc(=O)oc2cc(C)cc(OCC(=O)Nc3cccnc3)c12	-1	-18	-0.2	-10	-3	-2	102	0.5	-6	6
O=C(CC1C(=O)NCCN1Cc1ccccc1)NCCN1CCCCC1=O (configuration not stated)	2	4	0.1	-1	4	-1	98	0.8	-17	-6
COc1ccc(NC(=S)NCC(c2ccco2)N2CCCC2)cc1 (configuration not stated)	-1	8	-0.4	-5	0	-4	103	-1.8	-3	2

# Retrieved one by one from the entries so far (2):
molecule	N-glyco inh	MC4R antag cAMP	aDG glyco up	ABHD5 PLIN5 PPI	Granule exo inh	Vif imaging	ABCB6 inh MLPCN	MC4R barr agon	TLR9-MyD88 block	NOD2 RIPK2 PPI
O=C(CC1C(=O)NCCN1Cc1ccccc1)NCCN1CCCCC1=O (configuration not stated)	2	4	0.1	-1	4	-1	98	0.8	-17	-6
CCCc1cc(=O)oc2cc(C)cc(OCC(=O)Nc3cccnc3)c12	-1	-18	-0.2	-10	-3	-2	102	0.5	-6	6

# 3 entries from above, set out differently.
> CCC(C)N(C(=O)COC(=O)c1ccccc1SCC(=O)N1CCCC1)C1CCS(=O)(=O)C1 (configuration not stated)
  N-glyco inh = -1
  MC4R antag cAMP = -5
  aDG glyco up = 0.1
  ABHD5 PLIN5 PPI = -7
  Granule exo inh = 9
  Vif imaging = 10
  ABCB6 inh MLPCN = 90
  MC4R barr agon = -2.6
  TLR9-MyD88 block = -2
  NOD2 RIPK2 PPI = -7

> N=C1/C(=C/c2ccc(-c3cccc(C(=O)O)c3)o2)C(=O)N=C2SC(CC(=O)N3CCOCC3)=NN12
  N-glyco inh = 1
  MC4R antag cAMP = -5
  aDG glyco up = -0.3
  ABHD5 PLIN5 PPI = 9
  Granule exo inh = -4
  Vif imaging = 0
  ABCB6 inh MLPCN = 102
  MC4R barr agon = -1.4
  TLR9-MyD88 block = -5
  NOD2 RIPK2 PPI = 1

> CC1CCN(C(=O)CSCc2ccc(Cl)cc2)CC1
  N-glyco inh = -2
  MC4R antag cAMP = -2
  aDG glyco up = 0.1
  ABHD5 PLIN5 PPI = 0
  Granule exo inh = -4
  Vif imaging = -12
  ABCB6 inh MLPCN = 104
  MC4R barr agon = -0.1
  TLR9-MyD88 block = -5
  NOD2 RIPK2 PPI = 1

# The listing continues:
molecule	N-glyco inh	MC4R antag cAMP	aDG glyco up	ABHD5 PLIN5 PPI	Granule exo inh	Vif imaging	ABCB6 inh MLPCN	MC4R barr agon	TLR9-MyD88 block	NOD2 RIPK2 PPI
COCCNC(=O)c1nc2ccccc2s1	-2	-4	0.1	7	-3	-3	95	-2.2	2	-16
COc1ccc(CCNC(=O)c2ccc3nc[nH]c3c2)cc1	.	5	0.1	0	3	.	93	-1.3	-8	-4
COc1cccc(N(CC(=O)NCCSCc2ccc(C)cc2)S(C)(=O)=O)c1	0	1	0.0	-5	18	-2	97	-0.4	6	6
CCOC(=O)C1CCN(C(=O)C2CCN(S(=O)(=O)c3cc(Cl)ccc3Cl)CC2)CC1	0	3	0.3	1	-2	0	94	-1.5	-3	-39
CN(C)CCCN(C(=O)c1ccc(N2C(=O)CCC2=O)cc1)c1nc2c(F)cccc2s1	0	-8	-0.1	7	-2	-6	100	-1.9	0	-4
O=C(NCc1cccc(CNC(=O)Nc2cccc(O)c2)c1)Nc1cccc(O)c1	6	-5	-0.1	-3	40	-12	100	0.6	-2	2
O=C(N/N=C/c1c[nH]c2ccccc12)c1ccc(O)c(O)c1	2	-6	-0.1	6	-6	-6	97	-1.1	-2	6
COc1ccc(Oc2ncnc3c2ncn3Cc2ccccc2)cc1	1	-5	-0.1	-4	1	-2	99	-1.3	8	-9
Cc1ccc(S(=O)(=O)n2nc(C)c(C#N)c2N)cc1	1	5	-0.3	-9	5	-2	94	-0.1	1	-2
Brc1c(CSc2nc3ccccc3s2)nc2ncccn12	-2	-2	0.0	-7	2	-2	102	-1.8	1	12
Cc1ccc(C)c(NC(=O)Cc2csc(-c3ccccc3)n2)c1	-2	6	0.4	4	-5	-3	92	0.7	15	-8
CCc1ccc(C(=O)CN2C(=O)NC3(CCOc4ccccc43)C2=O)s1 (configuration not stated)	-1	13	0.2	-12	-6	-4	97	-5.3	-7	0
CC(C)C(=O)Nc1nc(-c2ccc([N+](=O)[O-])cc2)cs1	-4	-4	0.5	-4	-2	-10	89	-3.6	-3	-9
CN(C(=O)CC1C(=O)NCCN1CC1CCCCC1)C1CCOCC1 (configuration not stated)	3	-3	-0.1	3	-1	-2	95	1.8	6	-18
CCCCNC1c2ccccc2C(=O)N1Cc1ccccc1 (configuration not stated)	-2	3	-0.1	6	3	-5	98	-0.4	-7	-6
CCc1nnc(NC(=O)CSc2nnc(CNC(=O)c3ccccc3F)n2C)s1	0	0	0.0	2	-24	9	95	-2.7	-3	-10
CC(=O)Nc1ccc(S(=O)(=O)N2CCc3cc4c(cc3C2)OCCCO4)cc1	1	16	0.2	8	7	-5	93	-3.2	2	-6
